DENV2 CPE rescue – inhibitors of DENV2 cytopathic effect | DENV2-infected cells, cytopathic effect rescue, plate reader | hit rate 1.7% among 350,000 | CPE inhibition, % at 9.99 µM | AID 651640; in the data active = CPE inhibition above about 20%, passing the limit was not always enough; tested in BHK-21 cells;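 also: 0% = median of neutral control wells and 100% = median of positive control wells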
Casp6 inh – caspase-6 (human) enzyme inhibition; P55212; purified caspase-6, Z-VEID-R110 cleavage fluorescence; inhibition, % at 12.5 µM; hit rate 0.53% among 350,000; AID 686996;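 active = mean inhibition across replicates at least about 35%, with every replicate also reaching that limit, limit read from the data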;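 also: 0% = median of neutral control wells and 100% = no fluorescence left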
CFTR F508del cor – correctors of CFTR F508del function in bronchial epithelial cells. activity (quench increase), % at 7.58 µM. hit rate 0.36% among 350,000. AID 720511. CFBE cells, YFP halide quenching; stimulated with forskolin plus potentiator P3; % fluorescence drop versus neutral controls;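 active = mean added fluorescence quench of at least 8% versus neutral control, with both replicates also reaching 8%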;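 also: cells transiently co-express mutant CFTR-F508del with the halide-sensitive YFP; corrector assay measuring rescue of mutant channel to the surface after 24 h compound exposure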
E-sel inducer – induces E-selectin expression in human endothelial cells; activation, % at 7.58 µM; HUVEC E-selectin immunofluorescence imaging; normalized: neutral wells 0, TNF-alpha wells 100; AID 686992; hit rate 0.37% among 260,000;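 active = mean E-selectin-positive cell signal at least 10% of the positive control, reached in at least 60% of replicates, without over 20% cell loss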;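 also: in these data hits start at about 27%; measured in HUVEC primary endothelial cells; signal is the percent of cells scored E-selectin positive by PE staining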
Target sequence (P16581 whole entry, looked up): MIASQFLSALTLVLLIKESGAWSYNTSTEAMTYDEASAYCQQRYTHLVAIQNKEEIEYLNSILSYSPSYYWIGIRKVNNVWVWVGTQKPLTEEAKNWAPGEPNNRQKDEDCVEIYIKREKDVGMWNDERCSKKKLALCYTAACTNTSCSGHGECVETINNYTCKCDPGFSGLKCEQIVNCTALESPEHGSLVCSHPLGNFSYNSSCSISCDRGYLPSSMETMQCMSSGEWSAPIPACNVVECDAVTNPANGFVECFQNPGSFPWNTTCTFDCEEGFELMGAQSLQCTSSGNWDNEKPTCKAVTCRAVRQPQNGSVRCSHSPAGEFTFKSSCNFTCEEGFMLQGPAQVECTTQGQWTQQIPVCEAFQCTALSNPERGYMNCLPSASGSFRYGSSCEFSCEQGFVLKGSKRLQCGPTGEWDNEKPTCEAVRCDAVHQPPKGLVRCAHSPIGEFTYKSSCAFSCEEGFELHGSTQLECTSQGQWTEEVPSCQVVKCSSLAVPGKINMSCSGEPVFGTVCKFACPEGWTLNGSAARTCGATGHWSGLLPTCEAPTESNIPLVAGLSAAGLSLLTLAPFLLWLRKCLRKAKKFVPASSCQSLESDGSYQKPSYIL
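Test system: HUVEC | Signal: Immunofluorescence imaging | Read-out: Percent E-selectin-positive cells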
RAD54 branch – inhibitors of human RAD54 branch migration; hit rate 0.14% among 360,000; inhibition, % at 10.4 µM; RAD54 Holliday junction branch migration, FAM/BHQ fluorescence; Q92698;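 active = mean normalized replicate activity at least 40 and at least half of replicates scoring 40 or more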;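 also: 0% = median of neutral control wells and 100% = median of positive control wells; inhibitors cause a drop in the FAM fluorescence signal; in these data hits start at about 50%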
RAD52 anneal inh – RAD52 (human) annealing inhibition. AID 651710. recombinant RAD52 DNA annealing, FRET fluorescence. P43351. inhibition, % at 18.7 µM. hit rate 0.46% among 360,000;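 active = every replicate showing at least 50% inhibition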
Target sequence (P43351 whole entry, looked up): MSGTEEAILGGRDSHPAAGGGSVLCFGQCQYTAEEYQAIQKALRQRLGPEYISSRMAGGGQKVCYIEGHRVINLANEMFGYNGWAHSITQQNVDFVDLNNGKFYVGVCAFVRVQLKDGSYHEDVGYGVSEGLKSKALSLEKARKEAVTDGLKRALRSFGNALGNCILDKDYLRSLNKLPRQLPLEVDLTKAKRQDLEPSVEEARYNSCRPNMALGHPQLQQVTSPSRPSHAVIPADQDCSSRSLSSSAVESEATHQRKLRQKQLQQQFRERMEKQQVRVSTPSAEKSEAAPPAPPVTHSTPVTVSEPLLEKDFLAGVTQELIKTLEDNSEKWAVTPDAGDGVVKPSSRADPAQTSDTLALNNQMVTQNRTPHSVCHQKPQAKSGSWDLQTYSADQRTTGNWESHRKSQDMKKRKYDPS
XiGFP reactiv – reactivates the inactive X chromosome in mouse fibroblasts; XiGFP mouse fibroblasts, % GFP-positive cells imaging, 3 d; cells co-treated with 5-aza-dC sensitizer; scaled so ellipticine positive control = 100%; activation, % at 7.58 µM; hit rate 0.055% among 360,000; AID 743238;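 active = mean normalized replicate activation at least 10% and every replicate at or above 10%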;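 also: 0% = median of on-plate neutral control wells and 100% = ellipticine 6 µM median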
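Material: XiGFP fibroblasts, SV40-immortalized. Buffer or medium: DMEM plus 5-aza-dC sensitizer. Compound: single concentration per compound, delivered by pin transfer. Times: 3 days compound exposure. Controls: ellipticine 6 µM.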
INS-1E GSIS act – GLuc luminescence reporter in INS-1E cells, primary screen for activators of glucose-dependent secretion of insulin. INS-1E GLuc reporter insulin secretion, 2-3 h. activation, % at 16.6 µM. hit rate 0.61% among 370,000;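 active = lowest replicate activation of at least 40%, so every replicate reaches that level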;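 also: 0% = median of neutral control wells and 100% = median of IBMX positive control wells; some compounds called inactive have numbers as strong as hits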
An asterisk follows results filed as active; · = not tested or not shown; & = joins results of further samples. No enrichment for hits; overall some 3.7% were active at least once.

(1) CCCNC(=O)Nc1ccc2c(c1)OC[C@H](C)N(Cc1ccccn1)C[C@H](C)[C@@H](OC)CN(C)C2=O
(2) O=C(CNC(=O)c1ccc2ccccc2c1)OCC(=O)N1CCN(S(=O)(=O)c2ccc3ccccc3c2)CC1
(3) CN(Cc1ccco1)c1ncnc2ccc(-c3ccccc3Cl)cc12
(4) Cc1cc(=O)[nH]c(N)n1
(5) Cc1ccc(OC(=O)CCNC(=O)c2ccccc2Cl)c(Br)c1
(6) COc1ccc(-n2c(=O)c(CCC(=O)N(C)Cc3ccccc3C)nc3ccccc32)cc1
compound no.	1	2	3	4	5	6
DENV2 CPE rescue	2.0	-6.0	6.2	0.6	-1.7	-5.3
Casp6 inh	0.4	-2.0	0.9	-0.1	4.3	-0.6
CFTR F508del cor	0.6	·	1.4	-0.4	-2.8	1.7
E-sel inducer	0.1	-2.6	-0.2	3.7	-0.1	0.5
RAD54 branch	·	4.3	-3.6	-0.6	·	·
RAD52 anneal inh	-7.7	-5.1	-49.2	-9.7	-1.4	-20.5
XiGFP reactiv	-0.1	-0.3	-0.3	-0.1	0.0	-0.1
INS-1E GSIS act	-4.0	6.4	·	24.3	-0.5	·

(7) CCOc1ccc(S(=O)(=O)N2CCC(C(=O)NCc3ccccn3)CC2)cc1Cl
(8) CSc1ncccc1C(=O)N1CCCC(N2CCN(c3ccccc3C)CC2)C1 (centres undefined)
(9) C[C@@H]1CN([C@H](C)CO)C(=O)c2cc(NC(=O)c3ccccc3)ccc2O[C@@H](C)CCCCO[C@H]1CN(C)S(=O)(=O)c1cccs1
(10) COCC(=O)N1C[C@H](C)[C@@H](OC)CN(C)C(=O)c2ccc(NC(=O)Nc3ccccc3)cc2OC[C@H]1C
(11) O=C(Nc1ccc(C(F)(F)F)cc1)C1CCCCN1S(=O)(=O)c1ccccc1 (centres undefined)
(12) Cc1ccc(NC(=O)C2CCCN(c3nccc(C)n3)C2)c(C)c1 (centres undefined)
compound no.	7	8	9	10	11	12
DENV2 CPE rescue	-0.5	-2.3	12.6	-3.8	-0.1	3.5
Casp6 inh	-3.7	2.5	·	3.6	2.1	7.5
CFTR F508del cor	-0.7	-2.0	1.1	-0.4	2.2	2.4
E-sel inducer	·	-0.5	2.5	-0.1	·	·
RAD54 branch	3.6	·	-2.3	0.9	12.2	-1.2
RAD52 anneal inh	-6.3	12.3	·	-0.7	-7.5	-12.6
XiGFP reactiv	0.0	0.1	0.0	0.3	-0.1	0.0
INS-1E GSIS act	-0.1	·	-9.0	-10.1	-43.1	17.8

2 of the compounds above, with two lines to a compound:
Values in the order – DENV2 CPE rescue | Casp6 inh | CFTR F508del cor | E-sel inducer | RAD54 branch | RAD52 anneal inh | XiGFP reactiv | INS-1E GSIS act
9	C[C@@H]1CN([C@H](C)CO)C(=O)c2cc(NC(=O)c3ccccc3)ccc2O[C@@H](C)CCCCO[C@H]1CN(C)S(=O)(=O)c1cccs1
    12.6 | · | 1.1 | 2.5 | -2.3 | · | 0.0 | -9.0
10	COCC(=O)N1C[C@H](C)[C@@H](OC)CN(C)C(=O)c2ccc(NC(=O)Nc3ccccc3)cc2OC[C@H]1C
    -3.8 | 3.6 | -0.4 | -0.1 | 0.9 | -0.7 | 0.3 | -10.1

The results go on.
(13) COc1ccc(CNC(=O)c2cc(C3CC3)on2)cc1
(14) Cc1noc(C)c1NC(=O)Nc1ccc2c(c1)C(=O)N([C@@H](C)CO)C[C@H](C)[C@H](CN(C)Cc1ccccc1)OCCCC[C@H](C)O2
(15) CC(=O)OC(C(=O)NC1CCCCC1)c1ccncc1 (centres undefined)
(16) O=C(OCC(=O)N1CCCC1=O)C1COc2ccccc2O1 (centres undefined)
(17) Cc1cccc(S(=O)(=O)N(C)C[C@@H]2OCc3ccccc3-c3c(n(C)c4ccccc34)C(=O)N([C@@H](C)CO)C[C@@H]2C)c1
(18) CCOC(=O)c1c(C)[nH]c(C(=O)CN(C)CC(=O)Nc2ccccc2C(F)(F)F)c1C
compound no.	13	14	15	16	17	18
DENV2 CPE rescue	4.0	-5.0	·	-3.5	14.8	·
Casp6 inh	-3.2	1.0	0.6	11.8	0.8	-5.0
CFTR F508del cor	1.2	-1.5	-1.0	1.6	-2.0	-4.8
E-sel inducer	-0.1	-0.1	·	·	-0.3	1.6
RAD54 branch	-19.8	-3.6	-5.3	·	-3.3	2.6
RAD52 anneal inh	-19.4	-9.1	-9.9	9.5	28.5	-35.9
XiGFP reactiv	0.2	0.1	·	0.0	-0.2	0.6
INS-1E GSIS act	10.7	4.5	25.6	2.5	-0.3	-23.1

(19) O=C(c1ccc2c(c1)OCO2)N1CC2(C1)[C@@H](c1ccccc1)[C@@H](CO)N2C(=O)C1CCCC1
(20) C[C@@H]1CN([C@@H](C)CO)C(=O)Cc2cc(NC(=O)CCC(F)(F)F)ccc2O[C@H]1CN(C)Cc1ccc2c(c1)OCO2
(21) O=C1ON=C(c2ccccc2)/C1=C/c1ccc(OS(=O)(=O)c2ccccc2)cc1
(22) O=C(CN(Cc1ccc(F)cc1)C(=O)CNS(=O)(=O)c1ccccc1)NCC1CCCO1 (centres undefined)
(23) CN(C)C(=O)c1cccc(-c2ccc(C3[C@H]4CNC[C@@H]3N4Cc3ccc4c(c3)OCO4)cc2)c1 (some centres undefined)
(24) COC(=O)c1cccc(C(=O)N2CCCC(Nc3ccc4c(c3)OCCO4)C2)c1 (centres undefined)
compound no.	19	20	21	22	23	24
DENV2 CPE rescue	-0.9	-14.6	-5.6	0.2	-6.8&-0.5	1.7
Casp6 inh	1.5	-3.5	10.3	0.1	·	-2.0
CFTR F508del cor	-0.6	-3.7	-1.3	-2.1	-1.5&0.2	1.8
E-sel inducer	0.0	-2.5	·	·	0.0&-0.1	·
RAD54 branch	·	2.7	·	6.2	·	11.0
RAD52 anneal inh	-182.4	11.1	-27.5	-13.1	·	-17.5
XiGFP reactiv	0.2	0.4	0.0	0.0	0.0&0.0	0.1
INS-1E GSIS act	-3.4	-11.1	2.0	10.8	-5.8&7.3	-4.1

(25) COc1ccc(CNS(=O)(=O)c2ccc(NC(=O)N3CCCCC3)cc2)cc1
(26) Cc1ccc(S(=O)(=O)Nc2ccc3c(c2)C(=O)N([C@H](C)CO)C[C@@H](C)[C@@H](CN(C)S(=O)(=O)c2ccc(F)cc2)OCCCC[C@@H](C)O3)cc1
(27) C[C@H]1CN([C@@H](C)CO)C(=O)c2cc(C3=CCCCC3)cnc2O[C@@H]1CN(C)C(=O)NC1CCCC1
(28) CCOc1ccccc1C(=O)Nc1cc(=O)n(C)c(=O)n1C
(29) CC(C)NC(=O)N(C)C[C@@H]1Oc2ccc(NS(=O)(=O)c3ccccc3)cc2C(=O)N([C@H](C)CO)C[C@@H]1C
(30) C[C@@H]1CCCCO[C@@H](CN(C)C(=O)CCC(F)(F)F)[C@@H](C)CN([C@@H](C)CO)C(=O)c2cc(NC(=O)c3ccccc3)ccc2O1
compound no.	25	26	27	28	29	30
DENV2 CPE rescue	2.3	18.9	-8.9	13.9	-6.3	156.7*
Casp6 inh	1.3	2.2	1.4	-5.0	0.9	-2.6
CFTR F508del cor	-2.4	-1.9	3.1	0.5	2.0	2.8
E-sel inducer	-3.5	0.1	-0.6	0.3	0.0	0.2
RAD54 branch	-5.5	-2.8	0.3	-2.2	-20.6	5.2
RAD52 anneal inh	-8.1	27.7	9.3	-7.6	9.6	12.6
XiGFP reactiv	0.2	-1.0	-0.9	0.3	-0.1	0.1
INS-1E GSIS act	-10.4	-0.3	-14.3	10.8	17.2	-0.3

Values by screen from the list.
DENV2 CPE rescue, compounds 25 to 30: 2.3, 18.9, -8.9, 13.9, -6.3, 156.7*

The listing continues.
(31) CCOc1ccccc1N1CCN(S(=O)(=O)c2cccs2)CC1
(32) C=CCNC(=O)Cn1c(=O)c2c(ncn2CCC(C)C)n(Cc2ccccc2)c1=O
(33) Cc1c(N(C)S(=O)(=O)c2cccc(C(=O)NCc3cccnc3)c2)c(=O)n(-c2ccccc2)n1C
(34) O=C1c2cccc3c(N4CCCCC4)ccc(c23)C(=O)N1c1cccc(O)c1
(35) C=CCn1c(Br)nc2c1c(=O)n(C)c(=O)n2C
(36) O=C(N/N=C\c1cc2c(cc1Cl)OCO2)c1cccs1
compound no.	31	32	33	34	35	36
DENV2 CPE rescue	17.2	5.4	1.5	9.1	·	9.6
Casp6 inh	3.8	-0.9	-0.8	-0.5	-3.5	-0.4
CFTR F508del cor	-1.8	0.7	-1.5	13.8*	·	0.9
E-sel inducer	·	·	0.1	-0.4	·	-0.4
RAD54 branch	-2.9	-0.7	1.1	·	-11.8	8.7
RAD52 anneal inh	-6.6	-2.1	-8.1	-338.6	0.6	-10.0
XiGFP reactiv	·	0.0	-0.2	2.0	·	0.1
INS-1E GSIS act	-9.8	21.5	7.8	5.5	2.7	-8.0

Shown bar-delimited: entries from further up
entry | canonical_smiles | DENV2 CPE rescue | Casp6 inh | CFTR F508del cor | E-sel inducer | RAD54 branch | RAD52 anneal inh | XiGFP reactiv | INS-1E GSIS act
31 | CCOc1ccccc1N1CCN(S(=O)(=O)c2cccs2)CC1 | 17.2 | 3.8 | -1.8 | · | -2.9 | -6.6 | · | -9.8
35 | C=CCn1c(Br)nc2c1c(=O)n(C)c(=O)n2C | · | -3.5 | · | · | -11.8 | 0.6 | · | 2.7

Further compounds follow.
(37) CSc1ccc(/C=C/C(=O)OCC(=O)N(C)CCC#N)cc1
(38) CN1CCN(NC(=O)NC2CCCCC2)CC1
(39) O=C(C[C@@H]1C=C[C@H](NC(=O)C2CCC2)[C@H](CO)O1)NCCCN1CCOCC1
(40) CCN(CC)CC(O)c1ccc2ccc3ccc(O)cc3c2c1 (centres undefined)
(41) C[C@H]1CN([C@@H](C)CO)C(=O)Cc2cc(NC(=O)Cn3cnnn3)ccc2O[C@H]1CN(C)Cc1ccc(C(=O)Nc2ccccc2N)cc1
(42) O=C(C[C@H]1C=C[C@@H](NS(=O)(=O)c2ccccc2)[C@H](CO)O1)N1CCN(c2ccccc2)CC1
compound no.	37	38	39	40	41	42
DENV2 CPE rescue	·	-7.2	1.2	-0.9	-4.3	-7.6
Casp6 inh	·	40.6*	-9.3	-2.6	-0.2	1.0
CFTR F508del cor	-3.0	-0.5	0.7	2.7	0.8	-1.2
E-sel inducer	2.7	-0.2	-0.2	0.7	-3.8	0.2
RAD54 branch	·	20.5	-1.3	68.2*	·	·
RAD52 anneal inh	-8.8	0.2	-8.3	71.6*	1.8	-8.2
XiGFP reactiv	0.9	0.1	0.3	0.1	0.2	-0.5
INS-1E GSIS act	3.1	6.1	-0.4	-3.0	6.0	13.0

(43) Nc1ccn([C@@H]2O[C@H](C(=O)N3CCN(Cc4ccccn4)CC3)[C@@H](O)[C@H]2O)c(=O)n1
(44) Cc1ccc(S(=O)(=O)Nc2ccc(-c3ccc4nncn4n3)cc2)cc1
(45) C[C@@H]1CN([C@@H](C)CO)C(=O)c2cc(-c3ccc(C#N)cc3)cnc2O[C@H]1CN(C)Cc1cccnc1
(46) C[C@H]1CN(CCc2ccccc2)C(=O)[C@@H]1CC(=O)Nc1ccccc1
(47) O=C(NCCOC(=O)c1ccc(F)cc1)c1ccc(F)cc1
(48) COc1ccc(NC(=O)c2ccc3c(c2)NC(=O)CS3)cc1
compound no.	43	44	45	46	47	48
DENV2 CPE rescue	-3.1	-1.3	0.2	0.3	-1.6	0.6
Casp6 inh	-2.9	-0.1	-1.6	3.2	1.5	0.3
CFTR F508del cor	0.1	1.3	1.3	-0.5	-2.6	3.0
E-sel inducer	-0.2	-0.1	-0.3	-0.2	·	·
RAD54 branch	·	12.0	2.5	·	-1.0	-8.8
RAD52 anneal inh	-9.3	-14.2	13.0	-4.2	-5.5	-0.8
XiGFP reactiv	0.3	0.2	0.1	0.3	0.1	0.1
INS-1E GSIS act	-4.0	28.1	3.0	0.2	-0.6	11.9
